Compound activity (PubChem BioAssay)
M. tuberculosis GlmU = inhibition of mycobacterial GlmU enzyme – biochemical, glucosamine-1-phosphate acetyltransferase (AID 1376); one-dose inhibition, %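 (tested at 30 µM in the primary screen)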; IC50 in µM for titrated hits; hit rate 0.25% among 220,000; M. tuberculosis GlmU acetyltransferase enzyme assay; higher % means a stronger effect; in the data active means inhibition above about 13%;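 further: 0% = complete reaction with vehicle and 100% = reaction without substrate; strong numbers were not always called active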
RmlCD inh 1536 = blocks M. tuberculosis RmlC and RmlD coupled enzymes; P9WH09+P9WH11; inhibition, % at 3.6 µM; RmlC+RmlD coupled enzyme assay, percent inhibition; primary screen in compound mixtures; hit rate 0.03% among 160,000; AID 1533; in the data active means inhibition mostly above about 34%, no sharp cut-off; further: some results filed as inactive read as strong as hits
Target sequence (P9WH09 whole entry, looked up): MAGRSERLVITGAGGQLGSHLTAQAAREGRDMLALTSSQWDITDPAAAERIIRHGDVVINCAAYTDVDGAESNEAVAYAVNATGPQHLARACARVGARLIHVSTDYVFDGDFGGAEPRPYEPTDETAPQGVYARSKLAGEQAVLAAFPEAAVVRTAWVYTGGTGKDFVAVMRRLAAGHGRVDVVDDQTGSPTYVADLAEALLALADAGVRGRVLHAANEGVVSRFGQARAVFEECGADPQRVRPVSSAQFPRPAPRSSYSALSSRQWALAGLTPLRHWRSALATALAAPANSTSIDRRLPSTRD
Target sequence (P9WH11 whole entry, looked up): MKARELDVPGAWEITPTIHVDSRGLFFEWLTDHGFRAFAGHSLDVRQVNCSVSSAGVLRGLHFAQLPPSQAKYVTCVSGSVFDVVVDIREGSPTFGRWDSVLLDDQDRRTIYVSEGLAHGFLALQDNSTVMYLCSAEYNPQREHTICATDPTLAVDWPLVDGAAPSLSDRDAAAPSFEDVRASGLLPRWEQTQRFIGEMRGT
* marks the source's active call; other numbers are inactive results; . = not tested or not shown; & = joins results of further samples. A portion of the library (hit frequency here may not be typical).

Start of the data: the first three entries as a preview:
SMILES | M. tuberculosis GlmU | RmlCD inh 1536
Cc1cnc(NC(=O)c2sc3ccccc3c2Cl)s1 | 1.2% | .
COc1ccc(-n2cnnc2SCC(=O)NC2CCCc3ccccc32)cc1 (centres undefined) | -5.6% | -10
c1ccc(SCc2nc(-c3cccnc3)no2)cc1 | 0.7% | .

The list itself, from the first entry:
SMILES | M. tuberculosis GlmU | RmlCD inh 1536
Cc1cnc(NC(=O)c2sc3ccccc3c2Cl)s1 | 1.2% | .
COc1ccc(-n2cnnc2SCC(=O)NC2CCCc3ccccc32)cc1 (centres undefined) | -5.6% | -10
c1ccc(SCc2nc(-c3cccnc3)no2)cc1 | 0.7% | .
CCOC(=O)C1=NN(c2ccccc2)C(=O)/C1=C\c1ccc(N(C)C)cc1 | -0.6% | 8
c1ccc(Cn2nnnc2CN2CCN(Cc3ccc4c(c3)OCO4)CC2)cc1 | -1.0% | 3
Cc1ccc([C@H]2C(C#N)=C(N)Oc3cc(C)oc(=O)c32)o1 | 0.7% | .
C/C(=N\NC(=O)NC1CCCCC1)c1ccco1 | 2.2% | .
O=C(Nc1ccccc1C(=O)NCCCn1ccnc1)c1ccc(Cl)cc1Cl | -0.2% | .
O=C(CCNC(=O)Cn1ccc2ccccc2c1=O)NCCCN1CCN(c2ccccc2F)CC1 | -3.1% | -5
CCC(C)NC(=O)c1ccc2c(c1)N(Cc1ccccc1)C(=O)CS2 (centres undefined) | 3.9% | -17
CC(=O)Nc1cc(-c2nn(CC(=O)N3CCCCC3)c(=O)c3ccccc23)ccc1N1CCOCC1 | -1.5% | 6
CCS(=O)(=O)c1ccc2oc(SCC(=O)Nc3ccc(OC)cc3OC)nc2c1 | -4.4% | -8
O=C(N/N=C/c1c[nH]c2ccccc12)C1CC1c1ccccc1 (centres undefined) | 5.0% | 16
O=C(CCCC(=O)OCC1CCCO1)OCC1CCCO1 (centres undefined) | -2.8% | 14
CC(OC(=O)C1=COCCO1)C(=O)Nc1ccccc1C#N (centres undefined) | 9.4% | -10
Cc1cc(N2CCN(c3nc(-c4ccc([N+](=O)[O-])cc4)cs3)CC2)c2ccccc2n1 | 1.1% | -4
O=C(c1ccccc1F)c1cn(CC(=O)N2CCCC2)c2ccccc12 | -5.5% | .
Cc1ccc(-c2c[n+](Cc3cccc(Cl)c3)c3n2CCC3)cc1 | 1.0% | 7
CN(C)c1ccc(N2C(=O)CC(c3ccccc3)CC2=O)cc1 | 1.4% | -10
COc1cccc(C2c3c(-c4ccccc4O)n[nH]c3C(=O)N2Cc2ccco2)c1 (centres undefined) | 2.8% | -12
O=C1[C@H]2C(c3ccccc3)=NN(c3ccccc3)[C@H]2C(=O)N1c1ccccc1 | 14%* | 5
C=CCN1C(=O)C2(NNc3ccccc3O2)c2ccccc21 (centres undefined) | -4.5% | 3
COc1ccc(C(=O)n2nc(-c3ccc(C)cc3)nc2N)cc1OC | 2.8% | 8
Cc1ccccc1Cn1nc(C)c(NC(=O)/C=C/c2cnn(C)c2)c1C | -7.7% | 9
CC(=O)Nc1ccc2c(c1)C(C)(C)C(C)N2C (centres undefined) | -4.2% | 5
CCC(C)(C(=O)Nc1ccc2c(c1)OCCO2)N(C(C)=O)c1ccc(C(N)=O)cc1 (centres undefined) | -0.3% | .
Cc1ccc(S(=O)(=O)N2CCC(=O)N(CCOC(=O)Nc3cccc(Cl)c3)CC2)cc1 | 1.4% | .
CCc1nnc(NC(=O)c2ccc(-c3ccc(F)cc3)o2)s1 | -0.1% | -9
CCNc1nc(NCC)nc(SCCOC(=O)Nc2ccc(Cl)cc2Cl)n1 | 2.6% | .
CCOC(=O)c1sc2ncnc(N3CCN(CC)CC3)c2c1C | -0.7% | 5
Cc1ccc(NC(=O)CO/N=C/c2ccc(N(C)C)cc2)cc1 | 1.4% | .
COc1ccc(/C=N/N=C2/NC(=O)C(CC(=O)NC(N)=O)S2)cc1 (centres undefined) | 2.3% | .
C/C(CC(=O)NCc1ccco1)=N\NC(=O)COc1ccc(Cl)cc1Cl | 0.4% | -11
Cc1nc(C(=O)Nc2cc(Cl)ccc2Cl)nn1-c1cc(OC(C)C)c(Cl)cc1Cl | -0.1% | -5
O=C/C(=C\Nc1ccc(Br)cc1)c1nc2ccccc2o1 | 4.3% | 15
CCn1cc(Cl)c(C(=O)Nc2nc3ccccc3n2CCN2CCCCC2)n1 | 7.0% | 8
CC(=O)c1c(C(=O)O)c2ccccc2[nH]c1=O | 1.0% | 6
COc1cc(CC(=O)Oc2ccc3c(c2)OCO3)cc(OC)c1OC | -2.9% | .
Cc1ccc(Nc2c(N)c(=O)oc3ccccc23)cc1 | 1.2% | .
CNC(=S)NNC(=O)c1cn(C)nc1C | 3.5% | -14
CCCC(c1nnnn1Cc1cccs1)N1CCN(C2CCCC2)CC1 (centres undefined) | -1.3% | 6
O=[N+]([O-])c1ccc(O)c(N=Cc2sc3ccccc3c2O)c1 | 8.9% | -17
COC(=O)c1cc(S(=O)(=O)Nc2ccsc2C(=O)OC)oc1C | -3.4% | 6
O=C(CN1CCOCC1)Nc1cc(C(F)(F)F)ccc1Cl | 1.4% | 3
Nc1cc(OC(=O)c2cccs2)nn1S(=O)(=O)c1ccc(F)cc1 | -5.6% | -8
Cc1nc2cc(-c3cccs3)nn2c(NCC(C)(C)CN(C)C)c1C | -1.0% | -18
COc1ccc(Cn2c(=S)[nH]c3ccsc3c2=O)cc1 | 3.7% | 4
COc1ccc(-n2nc(C(=O)N3CCCCC3)c(C)c(C#N)c2=O)cc1 | -0.1% | 4
O=C1CC(c2ccco2)CC(O)=C1C=NCCN1CCNCC1 (centres undefined) | 1.7% | .
Cc1ccc(CCNC(=O)c2nnn(-c3cccc(C)c3)c2N)cc1 | 5.5% | 22

2 records drawn at random from those above:
SMILES | M. tuberculosis GlmU | RmlCD inh 1536
COc1ccc(-n2nc(C(=O)N3CCCCC3)c(C)c(C#N)c2=O)cc1 | -0.1% | 4
Cc1ccc(CCNC(=O)c2nnn(-c3cccc(C)c3)c2N)cc1 | 5.5% | 22

Carrying on:
SMILES | M. tuberculosis GlmU | RmlCD inh 1536
CCOC(=O)C1CCN(CCC(=O)Nc2cccc(C)c2)CC1 | 1.6% | -4
Cc1cccc(Nc2nccc(N(C)C)c2C#N)c1 | -1.5% | -10
Cc1cccc(-n2ncc3c(N)ncnc32)c1 | 1.5% | -1
CCOc1ccc(CCNC(=O)CCc2nc(-c3ccc(OC)cc3)no2)cc1OCC | 3.0%&-3.0% | -7
COc1ccc(OCC(=O)N/N=C\c2ccco2)cc1 | -0.6% | .
Clc1ccc(CCNc2nc3ccccc3s2)cc1 | -1.6% | 15
O=C(CCN1C(=O)C2C3C=CC(C3)C2C1=O)N1CCN(c2ccccc2Cl)CC1 (centres undefined) | -0.5% | .
CCOc1ccc2c(=O)c(Oc3ccccc3)c(C)oc2c1 | . | 11
Cc1cccc(NS(=O)(=O)c2cc(C(=O)OC(C)C(=O)NCc3ccc4c(c3)OCO4)ccc2C)c1 (centres undefined) | 1.5% | 2
CCCCC(=O)N/N=C/c1c(O)n(CCc2ccccc2)c(=O)[nH]c1=O | -10% | -2
COc1ccccc1-c1cc(C(=O)Nc2cc(C)on2)no1 | 1.9% | .
COC(=O)c1nn2c(C(F)(F)F)cc(-c3ccc(Br)o3)nc2c1Br | 0.9% | .
O=C(O)/C=C/C(=O)Nc1ccc(SC(F)(F)F)cc1 | 0.3% | .
CC(=O)Nc1ccc(Nc2cc(C)nc3c(-c4ccc(Cl)cc4)cnn23)cc1 | -0.2% | -6
O=C(CCC(=O)c1cccs1)NCC(=O)Nc1ccc(F)c(F)c1F | 2.1% | 4
Cc1nc2cc(-n3ccc(=O)cc3)ccc2n1-c1ccccc1 | 2.6% | .
CCCCn1c(=O)c(C(=O)Nc2ccccc2S(N)(=O)=O)c(O)c2ccccc21 | 3.2% | .
COC(=O)C1=C(C)NC(C)=C(C(=O)OC)C1c1cc2cc(C)ccc2[nH]c1=O | 2.3% | 29
CC1C(=NO)C(C)C(c2ccccc2)NC1c1ccccc1 (centres undefined) | 4.9% | .
O=C1CS/C(=N/N=C/c2ccc(OS(=O)(=O)c3ccccc3)cc2)N1 | 1.3% | 1

Three neighbouring entries from above, for reference:
SMILES | M. tuberculosis GlmU | RmlCD inh 1536
COC(=O)C1=C(C)NC(C)=C(C(=O)OC)C1c1cc2cc(C)ccc2[nH]c1=O | 2.3% | 29
CC1C(=NO)C(C)C(c2ccccc2)NC1c1ccccc1 (centres undefined) | 4.9% | .
O=C1CS/C(=N/N=C/c2ccc(OS(=O)(=O)c3ccccc3)cc2)N1 | 1.3% | 1

Going on with the list:
SMILES | M. tuberculosis GlmU | RmlCD inh 1536
COC(=O)C1=C(C)N(Cc2ccccc2)C(=O)N[C@H]1c1cccc(C(F)(F)F)c1 | 0.3% | .
CC(C)(C)OC(=O)NCCCC[C@H](NC(=O)c1[nH]cnc1C(=O)Nc1ccc(CNC(=O)OC(C)(C)C)cc1)C(=O)OC(C)(C)C | 4.8% | -11
COc1cccc(N(CC(=O)NCc2cccnc2)S(C)(=O)=O)c1 | -5.7% | .
CSc1ccc(/C=C(\C(=O)O)c2ccc(S(=O)(=O)N3CCCCC3)s2)cc1 | -2.0% | 22
O=C1CC(C(=O)Nc2ccccc2)C2(CCCCC2)O1 (centres undefined) | -2.9% | .
CS(=O)(=O)N(Cc1ccccc1)c1ccc(C(=O)NCc2cccnc2)cc1 | 4.0% | 13
O=C1/C(=C\c2ccsc2)NC(=S)N1c1ccccc1 | 3.1% | -5
COc1ccc(-n2c(C)cc(C(=O)CSc3ccc(NC(C)=O)cc3)c2C)cc1 | -2.8% | 66
CCC(=O)Nc1nnc(CSCc2ccccc2)s1 | 0.3% | .
COc1ccccc1NC(=O)Cc1c(F)cccc1Cl | -0.7% | -10
CSCc1nnc2n1-c1ccc(Cl)cc1C(c1ccccc1)=NC2 | 3.2% | 0
CC(C)(C)c1nnc(NC(=O)CN2C(=O)C3C4C=CC(C4)C3C2=O)s1 (centres undefined) | -1.8% | 8
Cc1cccc(OCC(=O)NCC(=O)N/N=C/c2c(C)[nH]c3ccccc23)c1 | 0.4% | 8
CC(C)c1ccc(NC(=S)NCc2ccc3c(c2)OCO3)cc1 | -3.9% | -6
CN(C)CCN1C(=O)c2oc3ccc(F)cc3c(=O)c2C1c1ccncc1 (centres undefined) | -2.3% | -3
O=c1cc2c(nn1Cc1c(Cl)cccc1Cl)-c1ccccc1CC2 | -0.1% | -3
NCCN=C1NS(=O)(=O)c2ccccc21 | 0.6% | .
NC(=O)CS(=O)(=O)c1nc2ccccc2n1CC(=O)N1CCCCC1 | 4.8% | -10
O=C(Oc1ccc(-n2cnnn2)cc1)c1ccco1 | 2.4% | 1
OCCN1CCN(Cc2cc(Cl)c3cccnc3c2O)CC1 | 1.9% | 2
COC(=O)c1ccccc1NC(=O)C1CCCN(S(C)(=O)=O)C1 (centres undefined) | -4.8% | .
N#Cc1cc(N2CCCCC2)c([N+](=O)[O-])cc1C#N | -0.7% | 9
COC(=O)c1ccc2c(=O)n(CCO)c(=S)[nH]c2c1 | -0.3% | 10
Cc1cc(C(F)(F)F)nn1CC(=O)NNC(=S)NCC(C)C | -0.4% | -4
CCCCNS(=O)(=O)c1ccc2c(c1)oc(=O)n2CC(=O)OCC | -1.2% | .
COc1ccc(S(=O)(=O)NCCCCCC(=O)NCCCN2CCOCC2)cc1 | -4.0% | 7
CCCCOCCCNC1=NCCCCC1 | -2.4% | .
CCOC(=O)C(Cc1ccccc1)NC(=O)Cn1nnc(-c2ccccc2)n1 (centres undefined) | 6.3% | .
OC(CN1CCN(c2ccccn2)CC1)Cn1c2ccc(Cl)cc2c2cc(Cl)ccc21 (centres undefined) | -2.1% | .
O=C(Cc1ccccc1)NC1(O)C(=O)c2ccccc2C1=O | -0.1% | -14
C=C1[C@@H](C)C2[C@H](Cc3ccccc3)NC(=O)[C@]23OC(=O)CC[C@H](O)CCC[C@H](C)C/C=C/[C@H]3[C@@H]1O (some centres undefined) | 1.7% | .
O=C(NCC(c1ccco1)N1CCOCC1)c1cccc([N+](=O)[O-])c1 (centres undefined) | -4.2% | -7
O=C(CSc1nc2ccccc2c2nc3ccccc3n12)NCc1ccco1 | 7.8% | .
O=C([C@H](Cc1ccc(O)cc1)n1cc(CCO)nn1)N1CCNCC1 | 0.8% | .
O=C(Nc1nc2ccccc2[nH]1)C1CCCC1 | -1.1% | 4
CC(C)(C)SCCNC(=O)/C=C/c1cccc([N+](=O)[O-])c1 | 0.7% | .
NC(=S)NNC(=O)[C@@H]1CCCC[C@@H]1C(=O)O | -2.9% | -6
COc1cc(O)c(C(CCN2CCN(c3ccccc3)CC2)c2ccc(N(C)C)cc2)c(OC)c1 (centres undefined) | -3.4% | .
CC(C)c1ccc(/C=N/N2CCN(c3ccccn3)CC2)cc1 | 1.1% | 82
COc1ccc(Cn2nnnc2C(c2cc3cc(C)ccc3[nH]c2=O)N2CCN(C)CC2)cc1 (centres undefined) | 1.4% | -1
CCN(CC)S(=O)(=O)c1cc(C(=O)c2nccn2C)ccc1Cl | -0.1% | -12
C/C(=N\Nc1ncc(Cl)cc1Cl)c1ccc(C#N)cc1 | 4.0% | -13

Of the compounds above, two contain bromine.
SMILES | M. tuberculosis GlmU | RmlCD inh 1536
O=C/C(=C\Nc1ccc(Br)cc1)c1nc2ccccc2o1 | 4.3% | 15
COC(=O)c1nn2c(C(F)(F)F)cc(-c3ccc(Br)o3)nc2c1Br | 0.9% | .
